# Source: PubChem (several laboratories)
# PfM18AAP inh = blocks P. falciparum M18 aspartyl aminopeptidase. recombinant PfM18AAP, H-Glu-NHMec fluorogenic cleavage. inhibition, % at 7.35 µM. actives 1.2% (n = 290,000);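 active = inhibition above the campaign mean inhibition over all tested compounds plus 3 SD, cut at about 28% in these data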;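 note: 0% = plate median of test compound wells and 100% = 2 mM ZnCl2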
# GPR7 antagonist = antagonists of human GPR7 (neuropeptides B/W receptor 1); P48145; GPR7-expressing cells, fluorescence antagonist assay; inhibition, % at 4.4 µM; actives 1.1% (n = 290,000); AID 1861; in the data active = inhibition above about 16%, passing the limit was not always enough;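 note: cells stimulated with the agonist NPW; 0% = agonist with vehicle and 100% = vehicle without agonist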
# MEKK2wt PB1 HTS = raises or lowers MEK5 binding to wildtype human MEKK2 PB1 domain | bead flow cytometry, Alexa488-MEK5 binding to MEKK2 WT; actives lie on both sides | actives 1.1% (n = 290,000) | Q9Y2U5 | binding response (% of control), % at 10 µM | AID 1531; in the data active = binding response below about 67% or above about 130%
# GalR3 antagonist = human GalR3 antagonism | O60755 | HEK293 GalR3-CNG cAMP membrane potential fluorescence; galR3 body fused to GalR1 C-terminus | inhibition, % at 3 µM | actives 0.44% (n = 360,000) | AID 651719;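 active = inhibition above the screen-wide average plus 3 SD, cut at about 13% in these data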;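 note: forskolin and galanin both at EC90 stimulate the cells; cAMP rise reported by CNG channel membrane potential dye signal; 0% = forskolin plus galanin with DMSO and 100% = forskolin alone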
# OXTR potentiator = potentiates the human oxytocin receptor response; actives 0.061% (n = 320,000); P30559; CHO-OTR cells, Fluo-8 calcium fluorescence, potentiator mode; 0% = oxytocin EC15, 100% = EC100; AID 2445; activation, % at 3 µM;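 active = activation above that plate's cutoff, the mean activation of tested compounds plus 3 SD, cut at about 6.6% in these data, passing the limit was not always enough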;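 note: 100% uses oxytocin at 75 nM as the full agonist control; some results filed as inactive read as strong as hits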
# Target sequence (P30559 whole entry, looked up): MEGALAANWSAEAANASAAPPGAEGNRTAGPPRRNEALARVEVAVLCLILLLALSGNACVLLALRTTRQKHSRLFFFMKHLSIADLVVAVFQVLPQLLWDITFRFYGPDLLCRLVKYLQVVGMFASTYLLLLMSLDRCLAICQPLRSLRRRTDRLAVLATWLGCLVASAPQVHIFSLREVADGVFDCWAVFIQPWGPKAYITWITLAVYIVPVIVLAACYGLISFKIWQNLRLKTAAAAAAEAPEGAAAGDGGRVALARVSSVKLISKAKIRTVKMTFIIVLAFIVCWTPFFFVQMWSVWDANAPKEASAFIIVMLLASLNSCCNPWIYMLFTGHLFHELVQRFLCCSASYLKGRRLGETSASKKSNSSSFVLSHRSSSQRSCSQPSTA
#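 assay system = CHO-OTR cells, human receptor | schedule = compound 6 min at room temperature before oxytocin, 100 s read | detection = Fluo-8 intracellular calcium fluorescence, ex 470-495, em 515-575 nm | evaluation = normalized max/min fluorescence ratio, % activation | control set = EC15 oxytocin alone as 0%, 75 nM oxytocin (EC100) as 100%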
# NALP1 inh = NALP1 inhibition; S. cerevisiae NALP1/ASC/caspase-1 growth, X-gal OD620, 72 h; inhibition, % at 10 µM; actives 0.61% (n = 280,000); AID 2071; in the data active = inhibition mostly above about 24%, no sharp cut-off; inactive = mostly below about 32%; note: some compounds called inactive have numbers as strong as hits
# MEKK2mut PB1 HTS = signal of MEK5 binding to mutant human MEKK2 PB1 domain. percent response, % at 10 µM. bead flow cytometry, Alexa488-MEK5 binding to MEKK2 mutant. AID 1530. actives 0.35% (n = 290,000); in the data active = percent response above about 24%, passing the limit was not always enough; note: inactives centre near 1; some results filed as inactive read as strong as hits
# V1R ag counter = V1a receptor agonism, counter-screen for OXTR agonists; CHO-V1R cells, Fluo-8 calcium fluorescence, agonist mode; 0% DMSO, 100% 3 nM vasopressin; AID 2797; activation, % at 3 µM; actives 0.25% (n = 320,000); P37288;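 active = activation above the mean activation of all tested compounds plus 3 SD, per screening run, cut at about 20% in these data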;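 note: signal is peak over basal fluorescence ratio across a 100 second FLIPR read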
# Target sequence (P37288 whole entry, looked up): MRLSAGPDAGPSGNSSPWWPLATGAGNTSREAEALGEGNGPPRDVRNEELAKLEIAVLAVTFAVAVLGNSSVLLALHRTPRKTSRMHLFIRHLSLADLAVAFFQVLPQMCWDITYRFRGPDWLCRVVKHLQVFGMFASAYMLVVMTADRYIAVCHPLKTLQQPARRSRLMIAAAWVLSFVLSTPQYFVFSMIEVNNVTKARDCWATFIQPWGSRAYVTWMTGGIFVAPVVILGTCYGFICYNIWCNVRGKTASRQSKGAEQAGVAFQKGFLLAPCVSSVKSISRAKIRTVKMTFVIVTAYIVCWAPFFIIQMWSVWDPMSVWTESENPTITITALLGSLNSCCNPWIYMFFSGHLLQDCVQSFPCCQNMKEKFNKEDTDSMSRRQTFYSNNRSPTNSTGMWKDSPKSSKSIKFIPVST
# OXTR agonist = human OXTR agonism; P30559; CHO-OTR cells, Fluo-8 calcium fluorescence; normalized: DMSO 0%, oxytocin 100%; activation, % at 3 µM; actives 0.32% (n = 320,000); AID 2435;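 active = activation above the mean of all tested compounds plus 3 SD, cutoff set per screening run, cut at about 20% in these data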;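 note: peak over basal fluorescence ratio from a 100 s FLIPR kinetic read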
# Active calls of the source: *; . = not tested or not shown.
SMILES,PfM18AAP inh,GPR7 antagonist,MEKK2wt PB1 HTS,GalR3 antagonist,OXTR potentiator,NALP1 inh,MEKK2mut PB1 HTS,V1R ag counter,OXTR agonist
CC(=O)Nc1ccc(-c2ccc(NC(C)=O)c(O)c2)cc1O,17,-8,91,-4,-5,-7,-3,0.1,-1.1
O=C(NCCc1ccccc1)C1(S(=O)(=O)c2ccc(Cl)cc2)CC1,-1,-2,104,-7,-8,2,6,-0.7,-2.0
Cc1cc(C)nc(NS(=O)(=O)c2ccc(NC(=O)CSc3nc4ccccc4[nH]3)cc2)n1,-4,-6,103,-7,1,24,2,1.0,-0.9
O=C1Oc2ccccc2C(=O)/C1=C\N1CCN(c2ccccc2)CC1,-3,8,90,-6,-10,-6,-3,0.5,-0.1
COC(=O)c1ccccc1OCc1cccc(C)n1,2,-7,103,-1,-13,-9,-2,0.0,-1.2
COc1ccccc1-c1ccc(SCc2ccc(F)cc2)nn1,-1,16,92,5,-8,4,-3,0.5,-2.0
Cc1cc(=O)oc2cc(OC(C)C(=O)NCCCn3ccnc3)ccc12 (configuration not stated),5,-5,104,2,-6,3,3,0.4,-0.2
Cc1ccccc1NC(=O)Cc1nc(COC(=O)C(NC(=O)c2ccccc2C)C(C)C)cs1 (configuration not stated),.,.,.,-8,-1,.,.,3.1,2.5
COCC1CCCN(C(=O)c2ccc(OC3CCN(Cc4ccccn4)CC3)cc2)C1 (configuration not stated),4,-3,96,-6,-5,9,-8,1.0,1.0
O=C1OC(/C=C/c2ccc(Cl)cc2)=NC/1=C/c1ccco1,7,-15,95,1,-4,51,-2,0.1,-0.2
CC(C)C(NCc1c(Cl)cccc1Cl)C(=O)O (configuration not stated),-11,0,101,-6,-1,8,8,-0.1,0.3
O=C(/C=C/c1ccccc1Cl)N(Cc1ccc(Cl)cc1)C1CCS(=O)(=O)C1 (configuration not stated),-3,1,103,-1,-5,19,-1,1.0,-0.8
COc1cc(-c2nnc3n2CCCCC3)cc(OC)c1OC,-7,7,110,0,-3,7,4,0.3,0.0
COc1ccc(CCNC(=O)CSc2nn(-c3ccccc3)c(=S)s2)cc1OC,1,0,105,-13,-11,33,0,4.5,-0.5
Cc1cc(NC(=O)CCl)n(-c2nc3ccccc3s2)n1,3,-9,100,-3,-2,-31,-1,-0.5,-0.6
CCc1ccc(N2C(=O)C3NN=C(C(=O)OCc4ccccc4)C3C2=O)cc1 (configuration not stated),2,-4,104,4,-9,28,-1,2.1,-0.4
CCCC(C(=O)O)n1c(O)c(C=C2N=c3ccccc3=N2)sc1=S (configuration not stated),30*,-13,96,1,-5,.,8,-0.2,0.2
Cc1ccc(N2CC(C(=O)N3CCC(C(=O)NC(C)(C)C)CC3)CC2=O)cc1 (configuration not stated),-12,-7,94,-8,-3,14,-5,0.2,0.9
CC1CN(C2CCN(C(=O)COc3ccc(Cl)cc3)CC2)CC(C)O1 (configuration not stated),-8,-8,111,4,-11,-7,3,2.8,2.4
O=C(NCc1ccc(C(F)(F)F)cc1)C1CC(c2c(Cl)cccc2Cl)=NO1 (configuration not stated),-7,6,97,12,-10,0,4,1.2,-0.3

# Quoted from the listing:
# Cc1cc(NC(=O)CCl)n(-c2nc3ccccc3s2)n1 in NALP1 inh = -31
# O=C1Oc2ccccc2C(=O)/C1=C\N1CCN(c2ccccc2)CC1 in OXTR potentiator = -10

# Returning to the listing with the 5 entries that preceded the break.
SMILES,PfM18AAP inh,GPR7 antagonist,MEKK2wt PB1 HTS,GalR3 antagonist,OXTR potentiator,NALP1 inh,MEKK2mut PB1 HTS,V1R ag counter,OXTR agonist
CCc1ccc(N2C(=O)C3NN=C(C(=O)OCc4ccccc4)C3C2=O)cc1 (configuration not stated),2,-4,104,4,-9,28,-1,2.1,-0.4
CCCC(C(=O)O)n1c(O)c(C=C2N=c3ccccc3=N2)sc1=S (configuration not stated),30*,-13,96,1,-5,.,8,-0.2,0.2
Cc1ccc(N2CC(C(=O)N3CCC(C(=O)NC(C)(C)C)CC3)CC2=O)cc1 (configuration not stated),-12,-7,94,-8,-3,14,-5,0.2,0.9
CC1CN(C2CCN(C(=O)COc3ccc(Cl)cc3)CC2)CC(C)O1 (configuration not stated),-8,-8,111,4,-11,-7,3,2.8,2.4
O=C(NCc1ccc(C(F)(F)F)cc1)C1CC(c2c(Cl)cccc2Cl)=NO1 (configuration not stated),-7,6,97,12,-10,0,4,1.2,-0.3
Nc1nc2c(nc(SCc3ccccc3Br)n2[C@@H]2O[C@H](CO)[C@@H](O)[C@H]2O)c(=O)[nH]1,0,-20,102,-10,.,3,-1,.,.
CCCCCc1nnc(NC(=O)C(=O)OCC)s1,-7,-3,100,-5,-4,7,7,0.8,-0.7
CC(=O)Nc1ccc(NC(=S)NC(=O)/C=C/c2ccc(Cl)cc2)cc1,-7,-3,88,-6,-9,14,-10,-0.2,0.1
COc1ccc(-c2cc(C(=O)OCC(=O)NC3CC3)c3ccccc3n2)cc1,.,.,.,-2,0,.,.,0.1,-1.3
CCc1nc(Nc2ccc(N3CCN(C(C)=O)CC3)cc2)c2oc3ccccc3c2n1,13,1,101,2,1,18,-1,-0.6,-2.5
O=C(CCc1ccc(S(=O)(=O)N2CCOCC2)cc1)Nc1ccc(F)c(F)c1F,.,.,.,0,-10,.,.,2.1,3.8
O=C(O)c1cccc(OCCN2CCCC2=O)c1,-6,-10,104,-7,8,7,3,0.3,1.1
Cc1ccc(CCSCC(=O)O)cn1,-6,-7,98,-4,-8,2,3,2.1,0.9
Cn1c(=O)c2c(nc(Oc3ccc4c(c3)OCO4)n2Cc2ccc(F)cc2)n(C)c1=O,1,6,99,0,2,33,-4,-0.1,0.3
COc1cccc(NC(=O)COc2ccc(N3CC(C(=O)NCC(C)C)CC3=O)cc2)c1 (configuration not stated),-2,-12,108,-5,-9,0,0,2.2,1.4
COc1ccccc1NS(=O)(=O)c1ccc(Cl)c(NC(=O)C(C)N2C(=O)c3ccccc3C2=O)c1 (configuration not stated),7,1,84,-12,-11,30,-3,1.7,3.9
CC1=CC2=NC(=O)/C(=C/c3coc4ccc(Cl)cc4c3=O)C(=N)N2O1,-3,21*,72,-6,-19,16,-32,34*,55*
COc1ccc(C2C3(C#N)C(N)=NC(OC)(OC)C23C#N)cc1 (configuration not stated),11,0,78,-2,-4,6,-16,2.1,-0.7
Cc1cc(-c2nc(C)c(-c3nnc(SCC(=O)Nc4ccc(Cl)cc4)n3C)s2)no1,-8,-14,95,-6,-12,14,-12,-0.2,0.0
OCCn1c(SCCOc2ccccc2)nc2ccccc21,-4,-10,98,0,-6,16,0,5.2,-0.3
CCCn1c(N)c(N(CCOC)C(=O)c2ccc(F)cc2F)c(=O)[nH]c1=O,2,-13,93,-8,-9,13,0,0.1,0.4
O=C(Nc1ccc(N2CCN(C(=O)c3ccccc3)CC2)cc1)c1ccc2c(c1)OCCO2,0,15,100,-1,-17,13,-4,12,8.1
CN(Cc1ccccc1)c1nc2c(c(=O)n(C)c(=O)n2C)n1CCSc1ncccn1,-7,-7,106,.,-6,.,6,0.2,-1.6
CC(C)c1ccc(NC(=O)N2CCOCC2)cc1,-10,-4,103,-3,-5,16,0,-0.2,1.1
Fc1cccc(Cl)c1COc1ccc(-c2nnco2)cc1,0,5,101,-8,-6,1,-2,25*,4.1
Cc1ccc(NC(=O)c2ccc(S(=O)(=O)N3CCCCCC3)cc2)nc1,.,.,.,-3,-7,.,.,1.3,-1.3
CC1CCC(C(C)C)C(OC(=O)CSc2nccc(=O)[nH]2)C1 (configuration not stated),5,-8,101,-2,1,13,1,-0.3,0.2
CCCN1C2CCCC1CC(NC(=S)Nc1cc(C)cc(C)c1)C2 (configuration not stated),-16,-11,101,-11,-8,-4,-4,0.1,1.9
Cn1c(Cc2ccccc2)nnc1SCC(=O)NC1CC1,-4,3,110,9,-1,12,7,1.2,0.9
CC1=C(C(=O)NC2CCCc3c2cnn3-c2cc(F)cc(F)c2)OCCO1 (configuration not stated),2,-17,98,-4,-4,4,1,2.9,0.0
CC1CCCCN1C(=O)Cn1cc(C(=O)c2ccco2)c2ccccc21 (configuration not stated),14,-11,108,-4,-9,14,8,-0.9,-1.4
CCN(C(=O)c1ccc(Cl)c([N+](=O)[O-])c1)c1ccccc1,0,4,102,-4,-19,8,-2,0.0,-2.3
O=C(COC(=O)C1CC(O)CN1C(=O)Oc1ccccc1)c1ccc(Br)cc1 (configuration not stated),-1,-2,95,-4,0,-4,-2,-0.3,-1.5
C[C@H](CO)N1C[C@H](C)[C@@H](CN(C)S(C)(=O)=O)Oc2ccc(NC(=O)Nc3ccccc3)cc2C1=O,.,.,.,-3,2,.,.,1.3,2.2
CC12CCC(C(=O)N(CC(O)CN3CCCCC3)C1=O)C2(C)C (configuration not stated),-1,-7,.,-6,1,30,.,1.3,1.0
CSc1nnc2c(n1)OC(c1ccsc1)N(C(C)=O)c1ccccc1-2 (configuration not stated),6,-4,107,-3,1,42,7,-0.7,-1.6
Cc1ccc2nc(NC(=O)c3ccc(S(=O)(=O)N4CCCc5ccccc54)cc3)sc2c1,1,-5,92,-10,5,25,-2,0.9,-0.4
COC(=O)c1ccc(-n2nc(C(F)(F)F)c3c2-c2ccoc2CC3)cc1,3,-4,101,-2,-18,10,-3,-0.3,-0.8
CCCCOC(=O)c1ccc(NC(=S)NC(=O)c2c(Cl)cnn2C)cc1,-4,-11,99,-3,-8,8,2,0.0,0.2
CC1(NC(=O)c2ccccc2)CCN(CCCc2ccccc2)C1=O (configuration not stated),.,.,.,-4,-1,.,.,0.3,-0.2
O=C(Cc1ccc(O)cc1)NCCNC(=S)NCc1ccccc1,-17,-7,90,-5,-10,5,-19,0.8,-1.1
